OXTR agonist: human OXTR agonism; activation, % at 3 µM; AID 2435; 0.32% of 320,000 active; CHO-OTR cells, Fluo-8 calcium fluorescence; normalized: DMSO 0%, oxytocin 100%; P30559;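 active = activation above the mean of all tested compounds plus 3 SD, cutoff set per screening run, cut at about 20% in these data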;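 note: peak over basal fluorescence ratio from a 100 s FLIPR kinetic read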
V1R ag counter: V1a receptor agonism, counter-screen for OXTR agonists; CHO-V1R cells, Fluo-8 calcium fluorescence, agonist mode; 0% DMSO, 100% 3 nM vasopressin; 0.25% of 320,000 active; P37288; activation, % at 3 µM;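 active = activation above the mean activation of all tested compounds plus 3 SD, per screening run, cut at about 20% in these data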;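 note: signal is peak over basal fluorescence ratio across a 100 second FLIPR read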
Target sequence (P37288 whole entry, looked up): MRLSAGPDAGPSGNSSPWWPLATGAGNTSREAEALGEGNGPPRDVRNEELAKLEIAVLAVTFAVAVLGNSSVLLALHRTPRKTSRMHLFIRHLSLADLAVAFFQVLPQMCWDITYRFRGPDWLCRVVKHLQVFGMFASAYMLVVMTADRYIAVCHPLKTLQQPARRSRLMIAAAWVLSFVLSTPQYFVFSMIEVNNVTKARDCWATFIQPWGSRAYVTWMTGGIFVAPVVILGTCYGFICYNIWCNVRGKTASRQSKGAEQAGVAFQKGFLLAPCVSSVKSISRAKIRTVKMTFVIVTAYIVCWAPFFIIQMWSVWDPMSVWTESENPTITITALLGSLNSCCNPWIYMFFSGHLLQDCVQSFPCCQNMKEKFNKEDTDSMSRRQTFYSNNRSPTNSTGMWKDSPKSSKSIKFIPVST
GalR3 antagonist: antagonists of human GalR3 | O60755 | HEK293 GalR3-CNG cAMP membrane potential fluorescence; galR3 body fused to GalR1 C-terminus | inhibition, % at 3 µM | 0.44% of 360,000 active | AID 651719;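 active = inhibition above the screen-wide average plus 3 SD, cut at about 13% in these data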;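 note: forskolin and galanin both at EC90 stimulate the cells; cAMP rise reported by CNG channel membrane potential dye signal; 0% = forskolin plus galanin with DMSO and 100% = forskolin alone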
Target sequence (O60755 1-299 limits assumed): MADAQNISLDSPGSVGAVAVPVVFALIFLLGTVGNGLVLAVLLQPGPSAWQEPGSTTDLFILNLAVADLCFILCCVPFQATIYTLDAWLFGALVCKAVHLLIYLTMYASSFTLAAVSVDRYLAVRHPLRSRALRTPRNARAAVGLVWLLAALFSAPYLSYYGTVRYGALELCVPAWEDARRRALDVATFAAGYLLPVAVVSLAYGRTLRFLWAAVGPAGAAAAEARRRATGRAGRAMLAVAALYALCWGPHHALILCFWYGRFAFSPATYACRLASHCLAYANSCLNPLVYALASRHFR
PHOSPHO1 inh: PHOSPHO1 (human) inhibition. Q8TCT1. recombinant PHOSPHO1, absorbance phosphatase assay. inhibition, % at 13.3 µM. 1.1% of 290,000 active. AID 1565; in the data active = inhibition above about 60%
Target sequence (Q8TCT1 whole entry, looked up): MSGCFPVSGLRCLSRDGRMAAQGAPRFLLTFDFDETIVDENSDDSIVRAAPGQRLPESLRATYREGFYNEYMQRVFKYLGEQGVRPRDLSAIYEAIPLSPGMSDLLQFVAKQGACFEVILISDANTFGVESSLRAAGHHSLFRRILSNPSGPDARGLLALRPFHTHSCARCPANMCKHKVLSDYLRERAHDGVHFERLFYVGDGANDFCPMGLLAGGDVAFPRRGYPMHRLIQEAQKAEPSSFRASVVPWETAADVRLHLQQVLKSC
* hit, by the source's call; nt = no result given. This is a subset. The share of hits here may be higher or lower than overall.

nr	mol	OXTR agonist	V1R ag counter
1	NC(=O)OCCCc1ccccc1	-0.8	0.5
2	O=[N+]([O-])c1c2ccccc2cc2ccccc12	-1.3	-0.5
3	CC(=O)O[C@H]1C[C@@H]2CC[C@@H]3[C@H](CC[C@]4(C)C(=O)CC[C@@H]34)[C@@]2(C)C[C@@H]1OC(C)=O	-1.2	-0.7
4	CC[C@@H]1C=CC=CC[C@H](C)[C@@H](O)[C@@H](C)C(=O)[C@H](C)[C@@H](O)[C@H](C)C(=O)[C@H](C)[C@@H](O)[C@H](C)C=CC(=O)O[C@H]2[C@@H](C)[C@@H](CC1)O[C@@]1(CC[C@@H](C)[C@@H](C[C@H](C)O)O1)[C@@H]2C	-0.3	0.7
5	COC(=O)C1=C(c2ccc(F)cc2F)C[C@@H]2CC[C@H]1N2C(=O)NC1CC1	0.1	-0.1
6	CC(=O)OC(C)(C)/C=C/C(=O)[C@](C)(O)C1[C@H](O)C[C@@]2(C)C3CC=C4C(C[C@H](O)C(=O)C4(C)C)[C@]3(C)C(=O)C[C@]12C (some centres not stated)	0.8	0.8
7	O=C1/C(=C/c2ccccc2)C[C@@]2(O)[C@H]3Cc4ccc(O)c5c4[C@@]2(CCN3CC2CC2)C1O5 (some centres not stated)	2.9	0.8
8	CCS(=O)(=O)Nc1cccc(C(=C2CCCCC2)c2cnc[nH]2)c1	-1.5	-0.3
9	Cc1sc2ccccc2c1CC1=NCCN1	0.1	0.5
10	CCCCc1ccc(C(=O)O)nc1	0.7	1.5

nr	GalR3 antagonist	PHOSPHO1 inh
1	nt	nt
2	nt	nt
3	nt	nt
4	nt	nt
5	nt	nt
6	nt	nt
7	nt	nt
8	nt	nt
9	nt	nt
10	nt	nt

Continued:
nr	mol	OXTR agonist	V1R ag counter
11	CC1(C)CC[C@]2(C)CC[C@]3(C)C4C[C@@H]5OO[C@@]6(O5)C(CCCC6(C)C)[C@]4(C)CC[C@@]3(C)C2C1 (some centres not stated)	1.0	0.7
12	Cc1ccc(S(=O)(=O)N(C)N=O)cc1	-0.4	-0.1
13	O=C(O)c1cc[c]([Hg][Cl])cc1	-1.1	-0.2
14	C=C(C)[C@@]12OC3(c4ccccc4)O[C@@H]1C1[C@@H]4O[C@]4(CO)[C@@H](O)[C@]4(O)C(=O)C(C)=C[C@H]4[C@@]1(O3)[C@H](C)[C@H]2OC(=O)/C=C/C=C/c1ccccc1 (some centres not stated)	0.7	0.0
15	COC(=O)C1=C(c2ccc3ccccc3c2)C[C@@H]2CC[C@H]1N2C(=O)N1CCC(O)CC1	-0.6	-0.5
16	O=c1cccc2n1CC1CNC[C@H]2C1	0.1	1.2
17	COC(=O)C1=C(c2ccc(Cl)c(C(F)(F)F)c2)C[C@@H]2CC[C@H]1N2C(=O)NCCOc1ccc(OC)cc1	-1.9	0.7
18	CC1=CC(=O)OC2CC3OC4C[C@@H](C)C5OC6CC7O[C@]8(C)C/C=C\C9OC%10CC%11OC(CC(C)C%12OCCO%12)CC(O)[C@]%11(C)OC%10CC9OC8C[C@]7(C)O[C@]6(C)CCC5OC4C[C@]3(C)OC12 (some centres not stated)	0.9	1.3
19	CCCC[C@@H](C)C[C@@H](C)C(=O)N(C)[C@@H](CC(C)C)C(=O)N[C@H](C(=O)N(C)[C@H](C(=O)N1C[C@@H](O)C[C@H]1C(=O)N1C(=O)C=C[C@@H]1C)C(C)C)C(C)OC(C)=O (some centres not stated)	-2.2	-1.1
20	COC(=O)C1C2CC[C@@H](CC1OC(=O)c1ccccc1)N2 (some centres not stated)	1.1	1.3

nr	GalR3 antagonist	PHOSPHO1 inh
11	nt	nt
12	nt	nt
13	nt	nt
14	nt	nt
15	nt	nt
16	nt	nt
17	nt	nt
18	nt	nt
19	nt	nt
20	nt	nt

Additional results
nr	mol	OXTR agonist	V1R ag counter
21	CC(=O)O[C@H]1CC[C@@]2(C)C(=CC[C@@H]3[C@@H]2CC[C@]2(C)C(=O)CC[C@@H]32)C1	-1.9	0.9
22	CC[C@H]1CN2CC[C@@]3(C(=O)Nc4ccccc43)[C@@H]2C[C@@H]1/C(=C\OC)C(=O)OC	0.4	1.0
23	C=C(C)[C@H]1CN[C@H](C(=O)O)[C@H]1CC(=O)O	0.2	0.6
24	CCN1C[C@@]2(COC)C3[C@@H](OC)[C@H]4[C@@H]1[C@@]3(C1C[C@@]3(O)[C@H](OC(=O)c5ccccc5)C1[C@]4(OC(C)=O)[C@@H](O)[C@H]3OC)[C@@H](OC)C[C@H]2O (some centres not stated)	0.3	0.3
25	COc1cc(C(O)CN)ccc1O (configuration not stated)	-0.3	0.8
26	CC[C@H](C)/C=C(C)/C=C/C1=CC2=C(Cl)C(=O)[C@](C)(OC(C)=O)C(=O)C2=CO1	1.4	1.9
27	C#C[C@]1(O)CC[C@H]2[C@@H]3CCC4=Cc5nc6nc7ccccc7n6cc5C[C@]4(C)[C@H]3CC[C@@]21C	0.0	-0.3
28	Cn1ncnc2c(=O)n(C)c(=O)nc1-2	0.4	0.6
29	CC1([N+](=O)[O-])COP(=O)(Nc2cccc(F)c2)OC1 (configuration not stated)	nt	nt
30	CCC1(CC(C)c2ccccc2)C(=O)NC(=O)NC1=O (configuration not stated)	nt	nt

nr	GalR3 antagonist	PHOSPHO1 inh
21	nt	nt
22	nt	nt
23	nt	nt
24	nt	nt
25	nt	nt
26	nt	nt
27	nt	nt
28	nt	79*
29	-6	nt
30	-4	nt

(next part)
nr	mol	OXTR agonist	V1R ag counter
31	CCOC(=O)CNC(=O)N1Cc2cc(Br)ccc2-n2nncc2C1	nt	nt
32	CCOP(=S)(OCC)Oc1cc(C)nc(C(C)C)n1	nt	nt
33	CN1C(=O)C[N+]([O-])=C(c2ccccc2)c2cc(Cl)ccc21	nt	nt
34	C=C(C)CC1(CC)C(=O)NC(=S)NC1=O	nt	nt
35	COc1cc([N+](=O)[O-])c2nc(C)ccc2c1[N+](=O)[O-]	nt	nt
36	Cc1ccc(S(=O)(=O)N2Cc3cc(-c4ccccc4)ccc3-n3nncc3C2)cc1	nt	nt
37	CCOC(=O)[C@]12Cc3cc(C)ccc3[C@H]1N(C)C(=O)c1ccccc12	nt	nt
38	O=C(Cc1ccccc1)N1CCN(Cc2ccc(Cl)cc2)CC1	nt	nt
39	CCOc1ccc(N)cc1	nt	nt
40	CC1c2ccccc2-n2nncc2CN1CC1CCCCC1 (configuration not stated)	nt	nt

nr	GalR3 antagonist	PHOSPHO1 inh
31	-7	nt
32	-2	nt
33	0	nt
34	6	nt
35	-4	nt
36	-6	nt
37	-4	nt
38	-9	nt
39	-3	nt
40	-7	nt

(next part)
nr	mol	OXTR agonist	V1R ag counter
41	CCOC(=O)[C@]12Cc3c(cc(OC)c(OC)c3OC)[C@H]1N(C(C)C)C(=O)c1ccccc12	nt	nt
42	CSCCC(c1nnnn1C(C)(C)C)N1CCC2(CC1)C(=O)NCN2c1ccccc1 (configuration not stated)	nt	nt
43	CC1(C)CC2CCC(O)C2C(CCO)N1 (configuration not stated)	nt	nt
44	CC(CC(C)(C)N1CC1)=NO	nt	nt
45	Nc1ccc(Cl)cc1	nt	nt
46	O=C(O)C(Br)Br	nt	nt
47	CSc1ncc(Br)c(N2CC2)n1	nt	nt
48	Oc1c(Cl)cccc1Cc1cc(Cl)cc(Cl)c1O	nt	nt
49	COC(=O)[C@@H]1N=C(c2ccc(OC)cc2)O[C@]12C(=O)N(C)c1cccc(Cl)c12	nt	nt
50	COc1ccc(OC(=O)N(C)C[C@H]2OCc3cnnn3CCCC(=O)N([C@@H](C)CO)C[C@H]2C)cc1	nt	nt

nr	GalR3 antagonist	PHOSPHO1 inh
41	-6	nt
42	-7	nt
43	-3	nt
44	1	nt
45	-1	nt
46	1	nt
47	2	nt
48	0	nt
49	-5	nt
50	-4	nt

More records.
nr	mol	OXTR agonist	V1R ag counter
51	CC(C)(OOC1(c2ccccc2)NC(=O)c2ccccc21)c1ccccc1 (configuration not stated)	nt	nt
52	COc1ccc(C=C2C(=O)NC(=S)NC2=O)cc1OC	nt	nt
53	O=C(NN=Cc1ccc(N(CCCl)CCCl)cc1)C(=O)c1c[nH]c2ccccc12	nt	nt
54	CCC(C)NC1(c2ccccc2)CCCCC1 (configuration not stated)	nt	nt
55	C[C@H]1CN([C@@H](C)CO)C(=O)CCCn2nncc2CO[C@H]1CN(C)C(=O)Oc1ccccc1	nt	nt
56	CC1c2ccccc2-n2nncc2CN1C (configuration not stated)	nt	nt
57	CN(C)c1ccc(C=C2C(=O)NC(=O)NC2=O)cc1	nt	nt
58	COC(=O)C1C(c2ccc(F)cc2)CC2CCC1N2C (configuration not stated)	nt	nt
59	CC[C@H]1OC(=O)C[C@@H](O)[C@H](C)[C@@H](O[C@@H]2O[C@H](C)[C@@H](O[C@H]3C[C@@](C)(O)[C@@H](O)[C@H](C)O3)[C@H](N(C)C)[C@H]2O)[C@@H](CC=O)C[C@@H](C)C(=O)/C=C/C(C)=C/[C@@H]1CO[C@@H]1O[C@H](C)[C@@H](O)[C@@H](OC)[C@H]1OC	nt	nt
60	COC(=O)C1=C(c2ccc(OCc3ccccc3)cc2)C[C@@H]2CC[C@H]1N2C(=O)NCCCCc1ccccc1	nt	nt

nr	GalR3 antagonist	PHOSPHO1 inh
51	-8	nt
52	-4	nt
53	2	nt
54	-3	nt
55	1	nt
56	-1	nt
57	0	nt
58	-5	nt
59	2	nt
60	-4	nt

Next section
nr	mol	OXTR agonist	V1R ag counter
61	Cc1ccccc1-c1ccc2n1Cc1cnnn1-c1ccccc1-2	nt	nt
62	Cc1ccc(-n2c(=S)[nH]c3ccccc3c2=O)cc1C	nt	nt
63	CC(C)(C)NC(=S)N1Cc2ccccc2-n2nncc2C1	nt	nt
64	C=CCN(CC=C)C(=O)CCN1CC1C (configuration not stated)	nt	nt
65	CN(c1ccc(O)cc1)c1ccc([N+](=O)[O-])c2nonc12	nt	nt
66	CCC(c1nnnn1-c1ccc(OC)cc1)N1CCC2(CC1)C(=O)NCN2c1ccccc1 (configuration not stated)	nt	nt
67	Cc1ccccc1NC(=NCCCN1CC1)Nc1ccccc1C	nt	nt
68	Cc1cccc(N2CCC3(CC2)C(=O)NC(=O)NC3=O)c1	nt	nt
69	O=C1NCN(c2ccccc2)C12CCN(C(c1cccs1)c1nnnn1-c1ccc3c(c1)OCCO3)CC2 (configuration not stated)	nt	nt
70	CCOC(=O)[C@]12Cc3ccc(C)cc3[C@H]1N(C1CCCCC1)C(=O)c1cc(OC)ccc12	nt	nt

nr	GalR3 antagonist	PHOSPHO1 inh
61	-3	nt
62	1	nt
63	-5	nt
64	-3	nt
65	-7	nt
66	-7	nt
67	-5	nt
68	-3	nt
69	-5	nt
70	16*	nt

Quoted from above: compounds 62 to 66
nr	mol	OXTR agonist	V1R ag counter
62	Cc1ccc(-n2c(=S)[nH]c3ccccc3c2=O)cc1C	nt	nt
63	CC(C)(C)NC(=S)N1Cc2ccccc2-n2nncc2C1	nt	nt
64	C=CCN(CC=C)C(=O)CCN1CC1C (configuration not stated)	nt	nt
65	CN(c1ccc(O)cc1)c1ccc([N+](=O)[O-])c2nonc12	nt	nt
66	CCC(c1nnnn1-c1ccc(OC)cc1)N1CCC2(CC1)C(=O)NCN2c1ccccc1 (configuration not stated)	nt	nt

nr	GalR3 antagonist	PHOSPHO1 inh
62	1	nt
63	-5	nt
64	-3	nt
65	-7	nt
66	-7	nt

More entries follow:
nr	mol	OXTR agonist	V1R ag counter
71	CC[C@@H]1C[C@H]2CC[C@H](O2)[C@H](C)C(=O)O[C@@H](C)C[C@@H]2CC[C@@H](O2)[C@@H](C)C(=O)O[C@H](C)C[C@H]2CC[C@H](O2)[C@H](C)C(=O)O[C@@H](C)C[C@@H]2CC[C@@H](O2)[C@@H](C)C(=O)O1	nt	nt
72	O=C(NC1CC1)c1cn(Cc2ccccc2)nc1-c1ccccc1	nt	nt
73	NN=C1C(Cl)=C(Cl)C(Cl)=C1Cl	nt	nt
74	O=S(=O)(c1cccc(C(F)(F)F)c1)N1Cc2ccccc2-n2nncc2C1	nt	nt
75	CN1CCC(c2c[nH]c3ccc(O)cc23)CC1	nt	nt
76	O=C1NC2C(=CC(O)C(O)C2O)c2cc3c(c(O)c21)OCO3 (configuration not stated)	nt	nt
77	CC1CN1P1(=O)OCC(C)([N+](=O)[O-])CO1 (configuration not stated)	nt	nt
78	COc1ccc(C(c2nnnn2-c2ccc3c(c2)OCCO3)N2CCC(n3c(=O)[nH]c4ccccc43)CC2)cc1 (configuration not stated)	nt	nt
79	CCCCn1nnnc1C(CCSC)N1CCC(n2c(=O)[nH]c3ccccc32)CC1 (configuration not stated)	nt	nt
80	c1ccc(CN2Cc3ccccc3-n3nncc3C2)cc1	nt	nt

nr	GalR3 antagonist	PHOSPHO1 inh
71	-1	nt
72	-1	nt
73	1	nt
74	-6	nt
75	-8	nt
76	-4	nt
77	0	nt
78	-5	nt
79	-7	nt
80	-3	nt

Bioassay records: PubChem BioAssay, several laboratories
